Compound activity: PubChem BioAssay, The Scripps Research Institute Molecular Screening Center
GPR151 ag: human GPR151 activation; actives 1% (n = 650,000); PathHunter beta-arrestin GPR151 cells, luminescence; activation, % at 11.2 µM; AID 1508602; in the data active means activation above about 4.9%;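 further: 0% = median of compound wells and 100% = cells with positive control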
FBW7 act: human FBW7 E3 ligase activation, primary screen. Q969H0. AlphaScreen FBW7–phospho-cyclin E peptide binding, activator screen. normalized activity (activation), % at 26.1 µM. actives 0.13% (n = 650,000). AID 1259310; in the data active means normalized activity above about 1.9%;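 further: purified mutant Fbw7 with reduced substrate affinity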
Target sequence (Q969H0 whole entry, looked up): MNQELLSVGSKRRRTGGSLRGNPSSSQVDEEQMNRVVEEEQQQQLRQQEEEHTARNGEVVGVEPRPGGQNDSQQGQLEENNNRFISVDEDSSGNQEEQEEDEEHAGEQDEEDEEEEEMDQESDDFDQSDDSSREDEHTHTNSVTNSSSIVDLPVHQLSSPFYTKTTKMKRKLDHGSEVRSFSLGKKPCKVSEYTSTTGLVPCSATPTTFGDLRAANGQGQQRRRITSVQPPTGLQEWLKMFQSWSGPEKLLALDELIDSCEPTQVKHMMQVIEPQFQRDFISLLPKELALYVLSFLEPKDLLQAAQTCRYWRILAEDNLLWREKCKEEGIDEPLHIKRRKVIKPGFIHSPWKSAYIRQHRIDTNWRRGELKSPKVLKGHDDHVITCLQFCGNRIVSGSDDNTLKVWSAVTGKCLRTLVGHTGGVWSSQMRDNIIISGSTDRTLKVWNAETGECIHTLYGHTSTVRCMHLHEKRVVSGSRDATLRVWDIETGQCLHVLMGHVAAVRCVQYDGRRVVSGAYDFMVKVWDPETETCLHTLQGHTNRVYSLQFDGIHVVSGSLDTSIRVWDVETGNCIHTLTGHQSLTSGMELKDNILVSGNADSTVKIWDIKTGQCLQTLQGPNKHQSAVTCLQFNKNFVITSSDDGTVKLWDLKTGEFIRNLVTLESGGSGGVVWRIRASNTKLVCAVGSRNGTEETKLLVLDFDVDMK
MITF primary: inhibitors of human MITF; AlphaScreen MITF homodimerization, bead proximity signal; actives 0.91% (n = 650,000); inhibition, % at 2.6 µM; AID 1259374; in the data active means inhibition above about 50%;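 further: 0% = vehicle wells with protein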
TEAD-YAP inh: TEAD-YAP interaction inhibition; inhibition, % at 9.12 µM; actives 1.4% (n = 640,000); AID 1259422; HEK-TIYL cells, TEAD-Gal4/YAP UAS-luciferase luminescence; in the data active means inhibition above about 32%;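 further: 0% = median of test compound wells and 100% = reference inhibitor wells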
* = called active by the depositor; & = joins results of further samples.

SMILES | GPR151 ag | FBW7 act | MITF primary | TEAD-YAP inh
O=C(Nc1cccc(F)c1)N1CCN(c2ccc(Nc3cccnc3)nn2)CC1 | 0.9 | -0.1 | -1 | 5
CN(C)c1ccc(/C=C2/SC(=O)N(NC(=O)c3cccc([N+](=O)[O-])c3)C2=S)cc1 | 1.2 | 0.1 | 9 | 9
O=C(Nc1ccc(-c2noc(-c3cccc(Cl)c3)n2)cc1)c1ccco1 | -0.4 | 0.9 | -10 | 54*
COc1cc(C(=O)NN=C2CCCC2)cc(OC)c1OC | 2.2 | 0.7 | 4 | 62*
Cc1ccc(NC(=O)c2ccc(S(=O)(=O)NCC3CCCO3)cc2)cc1C (stereo not drawn) | -0.4 | 0.1 | 15 | -3
O=C1CC(NS(=O)(=O)c2cccs2)c2ccsc21 (stereo not drawn) | 2.0 | 0.1 | -15 | 3
C#CCOCC1CCCN(C(=O)c2ccc3c(c2)OCO3)C1 (stereo not drawn) | 0.0 | 0.0 | -4 | 18
O=[N+]([O-])c1ccc(N2CCOCC2)cc1 | -0.4 | 0.1 | 9 | 13
O/N=C1\C2CN3CCN(C2)CC1(Cc1ccccc1)C3 | -0.5 | 0.2 | -10 | 0
O=C(O)CN1C(=O)C2C3CCC(C3)C2C1=O (stereo not drawn) | 0.2 | 0.0 | 0 | 9
Cc1ccc(S(=O)(=O)N2CCC(Cn3cnc4ccccc43)CC2)s1 | 0.1 | 0.1 | 11 | 9
CCN(CC)c1ccc(-c2ccnc(Nc3ccc(-n4cnc(C)n4)cc3)n2)cc1C#N | 4.1 | 0.0 | -2 | 24
Cc1ccc(-c2cc(-c3ccccc3)nc(SCC(=O)Nc3cc(C)on3)c2C#N)cc1 | 0.0 | 0.1 | 8 | 9
CCN(CC)S(=O)(=O)c1ccc(OC)c(NS(=O)(=O)c2ccccc2[N+](=O)[O-])c1 | 1.5 | -0.1 | -17 | -11
COCCNC(=O)Cn1nc2c(c1NC(=O)C(C)(C)C)CSC2 | 3.9 | 0.7 | 14 | -2
Cc1ccc(N2CC(C(=O)N3CCC(c4nc5ccccc5[nH]4)CC3)CC2=O)cc1C (stereo not drawn) | -2.0 | -0.2 | 5 | 6
O=C(CC1OC(=O)c2ccccc21)c1ccc(Cl)c(Cl)c1 (stereo not drawn) | 0.1 | 1.1 | 21 | 3
CN(C)/C=C1\C(=O)N(c2ccccc2)N=C1c1cc([N+](=O)[O-])c(Cl)cc1Cl | 1.1 | -0.1 | -7 | 3
CC(N)=NCCC[C@H](N)C(=O)O | 1.9&0.2 | 0.6&0.0 | -5&-4 | 1
NCCN1C(=O)S/C(=C\c2cccc(Cl)c2Cl)C1=O | 0.8 | -0.2 | -6 | -1
Cc1cc(C(=O)N2N=C(C(F)F)CC2(O)C(F)F)ccc1[N+](=O)[O-] (stereo not drawn) | -2.9 | 0.8 | -11 | 3
O=C(O)CN1C(=O)/C(=N\N2C(=O)CSC2=S)c2ccccc21 | -0.7 | -0.3 | 55* | 5
Cc1cc(C)c2oc(-c3cccc(NC(=O)c4ccc(C(C)(C)C)cc4)c3)nc2c1 | -1.0 | 0.2 | 18 | 6
O=C(CN1C(=O)c2ccccc2C1=O)N1CCOCC1 | 0.8 | -0.1 | 1 | -16
Cc1ccc(N(C)C(=O)CN(C)S(=O)(=O)c2ccc3nc(C)sc3c2)cc1 | 2.1 | 0.9 | 13 | -7
O=C(NCCOc1ccccc1Cc1ccccc1)c1ccc(I)cc1 | 0.7 | 0.0 | -6 | -48
CCCNc1nc(-c2csc3ccccc23)nc2c1ncn2-c1ccccc1 | -0.7 | 0.1 | 1 | -7
COc1ccc(C(=O)NCCc2csc(-c3ccccc3)n2)c(OC)c1 | 0.2 | 0.1 | 11 | 0
CCC(C)NC(=O)CSc1nc2ccccc2c(=O)n1NS(=O)(=O)c1ccc(C)cc1 (stereo not drawn) | -2.0 | -0.1 | -4 | -1
O=[N+]([O-])c1ccc(N2CCN(S(=O)(=O)c3ccc(Cl)cc3)CC2)cc1NCCc1ccccc1 | -0.7 | 0.1 | 19 | 0
CC1CCCC(C)N1C(=O)COC(=O)c1ccc(I)cc1 (stereo not drawn) | 0.6 | 0.0 | -3 | 2
O=C(C1=C(O)C(=O)N(CCN2CCOCC2)C1c1cccnc1)c1cccs1 (stereo not drawn) | 3.9 | -0.1 | 3 | 8
CN(Cc1n[nH]c2c1CCCCC2)C(=O)CCC1(Cc2ccc(F)cc2)CCC(=O)N1 (stereo not drawn) | 0.2 | 0.1 | 3 | -1
O=C(Cn1nc2c3c4c(sc3ncn2c1=O)CCCC4)NC1CCCCC1 | 0.6 | 0.1 | 0 | 2
COC(=O)CN1C(=O)S/C(=C/c2cc(Br)cs2)C1=O | 1.9 | 0.0 | 3 | 0
CCCCOc1ccc(C2Oc3ccc(Br)cc3C3CC(c4ccc(OC)cc4)=NN32)cc1 (stereo not drawn) | -0.8 | -0.1 | 10 | -46
Cn1c(NC(=O)C(C)(C)Oc2ccc(Cl)cc2)cc(=O)n(C)c1=O | -0.4 | -0.2 | 6 | 1
CCOC(=O)N1CCN(c2cc(=O)n(Cc3ccc(F)cc3)c(=O)[nH]2)CC1 | 1.4 | 0.0 | -3 | 6
CC1CCN(C(=O)Cc2c(C(=O)O)[nH]c3ccccc23)CC1 | 0.3 | 0.2 | 12 | -8
CCC(=O)N(CC(C)C)c1nnc(-c2ccncc2)s1 | -0.5 | -0.1 | 14 | -11
O=C(COc1ccc(Br)cc1Br)Nc1ccccc1Cl | 0.1 | -0.1 | 4 | -62
CCOc1ccc(S(=O)(=O)N(CC(=O)Nc2cc(C)ccc2OC)c2ccccc2)cc1 | -0.2 | -0.1 | 3 | -4
COc1cc([N+](=O)[O-])cc2c1N=C(c1ccc(Cl)cc1Cl)NO2 | -0.8 | 0.2 | 6 | 6
CS(=O)(=O)N(CC(=O)N1CCc2ccccc2C1)c1cc(Cl)c(Cl)cc1Cl | -0.3 | -0.1 | 14 | 5
S=c1nn[nH]n1C1CC2CC1C1C=CCC21 (stereo not drawn) | 1.4 | -0.3 | -6 | 4
COc1ccc(CNC(=O)C2CCC(Cn3c(=S)[nH]c4ccsc4c3=O)CC2)cc1 (stereo not drawn) | 2.0 | -0.1 | 0 | -4
CCN1CCN(CCOc2ccc(Cl)cc2Br)CC1 | -1.7 | 0.2 | 57* | 5
O=C(NC1CCN(Cc2ccccc2)CC1)c1ccnc(NCc2cccnc2)c1 | 0.6 | 0.0 | 3 | 4

2 entries from above, with tabs:
Compound	GPR151 ag	FBW7 act	MITF primary	TEAD-YAP inh
O=C(CC1OC(=O)c2ccccc21)c1ccc(Cl)c(Cl)c1 (stereo not drawn)	0.1	1.1	21	3
CN(C)/C=C1\C(=O)N(c2ccccc2)N=C1c1cc([N+](=O)[O-])c(Cl)cc1Cl	1.1	-0.1	-7	3

The results go on:
SMILES | GPR151 ag | FBW7 act | MITF primary | TEAD-YAP inh
CC(C)NC(=O)c1ccccc1NS(=O)(=O)c1cc(Cl)ccc1Cl | 0.7 | 0.1 | 17 | 14
Cc1ccc(/C=[N+](\[O-])c2ccc(N(C)C)cc2)c2nsnc12 | -0.7 | -0.4 | 4 | -17
O=C(Nc1cccc(Cl)c1)c1cc2nc(-c3ccc(Br)cc3)cc(C(F)(F)F)n2n1 | 0.1 | 0.0 | 12 | 10
CCCOc1ccc(/C=N/NS(=O)(=O)c2ccc(OC)cc2)cc1OC | -0.7 | 0.1 | 10 | 6
CCOCC(=O)Nc1nc2ccc(OCC)cc2s1 | -6.4 | 0.1 | -20 | -24
CC(=O)Oc1cccc(/C=C2\N=C(c3ccc(Br)cc3)OC2=O)c1 | -0.5 | 0.0 | 10 | 2
Cc1cc(=O)oc2cc(OCC(=O)N3CCOCC3)ccc12 | -1.4 | 0.3 | 19 | 5
Cc1[nH]c2ccc(-c3nnc(SCC(=O)Nc4ccc(Cl)c(Cl)c4)n3Cc3ccccc3)cc2c1C | 2.2 | 0.1 | 2 | -8
CC(=O)Oc1ccc2c(=O)c(Oc3ccccc3)c(C)oc2c1C | 1.6 | 0.1 | 21 | 0
CCOC(=O)c1nn(-c2ccc(Cl)cc2)c(=O)c2c(NC(=O)CC)scc12 | 0.9 | 0.2 | 4 | -1
COc1ccccc1-c1c(C)nn2c(NCc3cccnc3)cc(C)nc12 | 0.1 | 0.0 | -4 | 4
Cc1ccc(NCC(=O)N/N=C\c2cc(Cl)cc(Cl)c2O)cc1 | 0.0 | -0.1 | -36 | 3
O=C(NC(Nc1ccc([N+](=O)[O-])cc1)C(=O)c1ccccc1)c1ccccc1 (stereo not drawn) | 0.2 | 0.0 | 0 | 11
COc1ccc([N+](=O)[O-])cc1NC(=S)NC(NC(C)=O)C(Cl)(Cl)Cl (stereo not drawn) | 0.8&1.0 | 0.1&0.2 | -7&6 | -3&8
CCCC(=O)C1=C(c2ccc([N+](=O)[O-])cc2)N(C(=O)CCC)n2c(C)nnc2S1 | 2.8 | -0.4 | 11 | 8
CC1CCC2C(=O)N(c3ccc(OC(=O)c4cccc([N+](=O)[O-])c4)cc3)C(=O)C2C1 (stereo not drawn) | 0.5 | 0.0 | 7 | 9
O=C(NC1CCCC1)c1n[nH]c2ccccc12 | -4.3 | 0.3 | -19 | -58
O=C(CSc1nc2c(c(=O)n1Cc1ccccc1)SCC2)Nc1ccc(Cl)cc1 | 0.6 | -0.1 | -11 | -12
COc1cc(/C=C2\SC(=S)N(NC(=O)Cc3ccccc3)C2=O)ccc1O | -1.4 | -0.1 | 27 | 0
COC(=O)C1CC(=O)N(Cc2ccc3ccccc3c2)C12CCN(Cc1cnn(C)c1)CC2 (stereo not drawn) | 0.1 | 0.0 | -6 | 2
O=[N+]([O-])c1ccc(-c2nc(NCCN3CCOCC3)c3ccccc3n2)cc1 | -1.3 | -0.1 | 0 | 3
CCN1C(=O)c2cccc3cccc(c23)C1=O | -0.8 | 0.0 | 2 | 10
CCOC(=O)CNC(=O)CN(Cc1ccccc1)C(=O)c1snc(C(N)=O)c1N | -0.9 | 0.3 | 15 | -1
O=C(O)c1cc2c(cc1Cl)N1CCCCCC1=NS2(=O)=O | -0.3 | 0.3 | 7 | 5

Gathered by group: the entries above with bromine
SMILES | GPR151 ag | FBW7 act | MITF primary | TEAD-YAP inh
COC(=O)CN1C(=O)S/C(=C/c2cc(Br)cs2)C1=O | 1.9 | 0.0 | 3 | 0
CCCCOc1ccc(C2Oc3ccc(Br)cc3C3CC(c4ccc(OC)cc4)=NN32)cc1 (stereo not drawn) | -0.8 | -0.1 | 10 | -46
O=C(COc1ccc(Br)cc1Br)Nc1ccccc1Cl | 0.1 | -0.1 | 4 | -62
CCN1CCN(CCOc2ccc(Cl)cc2Br)CC1 | -1.7 | 0.2 | 57* | 5
O=C(Nc1cccc(Cl)c1)c1cc2nc(-c3ccc(Br)cc3)cc(C(F)(F)F)n2n1 | 0.1 | 0.0 | 12 | 10
CC(=O)Oc1cccc(/C=C2\N=C(c3ccc(Br)cc3)OC2=O)c1 | -0.5 | 0.0 | 10 | 2

Remaining list, next part:
SMILES | GPR151 ag | FBW7 act | MITF primary | TEAD-YAP inh
Cc1ccc(-c2cc3ncc(C#N)c(-c4cccc(C)c4)n3n2)cc1 | -1.6 | 0.5 | 21 | -1
Cn1c(=O)c2c(nc(NCc3ccc4c(c3)OCO4)n2Cc2ccc(Br)cc2)n(C)c1=O | -0.3 | -0.1 | -1 | 3
O=C(Nc1ccc2c(c1)CN(C(=O)c1sccc1Cl)CC2)C1CCCO1 (stereo not drawn) | -0.4 | 0.0 | 13 | 0
NC(=O)c1ccccc1NC(=S)NC(=O)c1ccc([N+](=O)[O-])cc1 | -0.2 | -0.1 | -3 | 2
CCCC(=O)Nc1cc(C)c(NC(=O)CCC)cn1 | -1.2 | 0.3 | 9 | 17
NS(=O)(=O)c1ccc(NC(=S)Nc2ccc(C(=O)N3CCCC3)cc2)cc1 | 0.2 | 0.0 | 0 | -5
CCCCCOC(=O)CSc1nc2sc3c(c2c(=O)n1-c1ccc(C)cc1)CCCCC3 | -1.2 | 0.2 | 22 | 4
CC(C)(C)NC(=O)Cn1c(=O)oc2cc(Cl)ccc21 | 0.2 | 0.0 | -2 | -4
Cc1ccc(N2C(=O)C3C4CCC(C4)C3C2=O)cc1Cl (stereo not drawn) | -0.5 | 0.0 | 9 | 0
COc1ccc(NC(=O)Nc2ccc(C(C)=O)cc2)c(C)c1 | -1.7 | 0.1 | 14 | 0
CC1(C)CC(NC(=O)Nc2ccc(Cl)c(Cl)c2)CC(C)(C)N1 | 0.6 | 0.1 | -2 | -10
Cc1ccccc1CSc1ncccc1C(=O)N1CCN(c2cccc(Cl)c2)CC1 | -0.1 | -0.1 | -2 | 5
Cc1cccc(-n2c(-c3ccco3)nn(CC(=O)N3CCC(C)CC3)c2=O)n1 | 1.1 | -0.1 | 2 | 3
COc1ccc([N+](=O)[O-])cc1OC(C)C(C)=O (stereo not drawn) | 0.1 | -0.1 | 10 | 0
COCCCn1c(=N)c(C(=O)NCC2CCCO2)cc2c(=O)n3cc(C)ccc3nc21 (stereo not drawn) | -0.6 | -0.1 | -5 | -3
O=C(Nc1ccccc1Cl)c1ccccc1I | 2.5 | 0.0 | 6 | 6
O=C(Nc1ccccc1N1CCCCC1)c1cccnc1Cl | -0.7 | 0.3 | 11 | 10
O=C(CCN1C(=O)C2C3C=CC(CC3)C2C1=O)N1CCN(c2cccc(Cl)c2)CC1 (stereo not drawn) | 0.0 | 0.0 | 4 | -5
